High-throughput results as filed in PubChem BioAssay.
GLA spleen mod – inhibitors or activators of human alpha-galactosidase in spleen homogenate; P06280; human spleen homogenate, 4MU-alpha-Gal fluorescence, 40 min; Potency, µM (top dose mostly 80 µM), without a hit: at the top dose activity change, negative = inhibition, usual class: inhibitors; 0.008% of 240,000 active;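 further: 0% = enzyme with vehicle and -100% = no enzyme basal signal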
Target sequence (P06280 32-429 limits assumed): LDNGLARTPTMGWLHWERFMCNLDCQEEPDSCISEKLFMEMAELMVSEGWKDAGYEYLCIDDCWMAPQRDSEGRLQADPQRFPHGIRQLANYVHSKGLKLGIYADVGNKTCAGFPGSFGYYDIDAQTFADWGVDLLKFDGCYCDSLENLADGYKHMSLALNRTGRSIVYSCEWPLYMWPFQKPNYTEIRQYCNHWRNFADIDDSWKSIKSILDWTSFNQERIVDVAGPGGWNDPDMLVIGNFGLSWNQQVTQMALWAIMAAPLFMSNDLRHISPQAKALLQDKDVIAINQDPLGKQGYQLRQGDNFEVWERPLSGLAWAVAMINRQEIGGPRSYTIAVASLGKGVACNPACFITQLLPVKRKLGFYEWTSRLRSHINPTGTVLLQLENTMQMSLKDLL
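qHTS titration in buffer at pH 5.0. Alpha-galactosidase activity in spleen homogenate was measured via 4-methylumbelliferone release from 1 mM fluorogenic substrate after 40 min at 37C and a pH 10 stop. AC50 came from Hill fits of control-normalized data.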
GAA glycogen – alters human alpha-glucosidase cleavage of glycogen; P10253; recombinant GAA, glycogen substrate, Amplex Red glucose oxidase fluorescence; Potency, µM (highest dose often 76.4 µM), for inactives: at the top dose activity change, negative = inhibition, actives largely listed as inhibitors; 0.38% of 300,000 active; AID 2100;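 further: 0% = full enzyme reaction and -100% = no-enzyme basal signal; the screen sought inhibitors and activators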
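Recombinant human enzyme (4 nM); glycogen substrate; 37 C, 40 min, pH 5.0. Readout: coupled glucose oxidase/Amplex Red fluorescence.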
Tau fluor counter – counter-screen for tau fibril formation inhibitors; tau K18 P301L Alexa594 fluorescence, heparin fibrillization; Potency, µM (top dose mostly 57.7 µM), without a hit: at the top dose activity change, negative = decrease; 0.93% of 280,000 active; AID 1463; further: on the % scale 0 is the no-effect control and ±100 the full control effect; nearly all actives have a fitted effect of over 55% in size
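Human tau K18 P301L (15 uM unlabeled, 0.24 uM Alexa 594-labeled) in 100 mM sodium acetate pH 7 with 20 uM heparin, 6 hr at 37 C. ThT 30 uM added, 1 hr ambient; Alexa 594 FP and total fluorescence read at 555/632 nm.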
HTT ATP protect – protects HTT-Q103 PC12 cells, measured by ATP; PC12 HTT-Q103 induced, cytoprotection, ATP luminescence, 40 h; Potency, µM (series often up to 56.4 µM), for inactives: cytoprotection (ATP increase), usual class: activators; 0.14% of 230,000 active; AID 1471;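 further: % of control where 0% means no effect; nearly all actives have a fitted effect of over 45% in size; toxic huntingtin expression switched on by the ecdysone agonist tebufenozide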
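Rat PC12, Q103 Htt exon1-GFP fusion, ecdysone promoter; tebufenozide inducer 100 nM final; compound titration; qHTS, 1500 cells/well; ATPlite luminescent read.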
GAA inh – inhibitors of human lysosomal alpha-glucosidase. 0.005% of 200,000 active. purified human GAA, 4-MU-alpha-glucoside fluorescence. P10253. Potency, µM (titrated, usually from 76.9 µM), for the others: at the top dose activity change, negative = inhibition, actives largely listed as inhibitors;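 further: plate controls were uninhibited enzyme wells for no effect and no-enzyme background for full effect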
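Activity normalized between no-enzyme (basal) and enzyme-only wells. Conditions: 4 nM human enzyme, 400 uM fluorogenic substrate, citrate/phosphate pH 5.0 with Tween-20, 20 min room temperature, compounds up to 77 uM.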
Tau FP inhib – blocks human tau fibril formation measured by polarization. P10636. K18 P301L tau heparin fibrillization, Alexa594 FP, 6 h. Potency, µM (top dose mostly 57.7 µM), inactives show at the highest dose activity, negative = inhibition, most hits filed as inhibitors. 0.39% of 280,000 active. AID 1468; further: on the % scale 0 is the no-effect control and ±100 the full control effect; nearly all actives have a fitted effect of over 55% in size
Target sequence (P10636 561-689 P618L limits assumed): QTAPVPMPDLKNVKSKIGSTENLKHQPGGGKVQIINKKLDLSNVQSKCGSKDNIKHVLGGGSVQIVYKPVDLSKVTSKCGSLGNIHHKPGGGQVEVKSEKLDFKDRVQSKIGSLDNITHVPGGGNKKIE
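Read-out: fluorescence polarization of Alexa 594-labeled tau (0.24 uM), 555 nm excitation, 632 nm emission. Mixtures held 15 uM unlabeled K18 P301L, compound and 20 uM heparin, pH 7 acetate buffer, incubated 6 hr at 37 C.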
Tau ThT inhib – tau fibrillization inhibition (ThT binding); 2.1% of 270,000 active; Potency, µM (titrated, usually from 57.4 µM), for the others: top-dose activity, negative = inhibition, usual class: inhibitors; P10636; AID 1460; recombinant tau K18 P301L, heparin-induced fibrillization, ThT fluorescence; further: on the % scale 0 is the no-effect control and ±100 the full control effect; nearly all actives have a fitted effect of over 55% in size
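ThT emission at 510 nm, taken 1 hr after adding 30 uM dye, quantifies aggregates formed when 20 uM heparin acts on human tau K18 P301L for 6 hr at 37 C.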
aGlu spleen mod – lysosomal alpha-glucosidase (human) modulation. P10253. human spleen homogenate, 4-MU-alpha-glucoside fluorescence. Potency, µM (highest dose often 79.9 µM), for the others: at the highest dose activity change, negative = inhibition, most hits filed as inhibitors. 0.006% of 240,000 active. AID 2112;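 further: 0% = enzyme with vehicle and -100% = no enzyme basal signal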
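Enzyme source: human spleen homogenate, 1 ug/well. Buffer 50 mM citric acid/K phosphate pH 5.0, 0.01% Tween-20. 4-MU-alpha-glucoside 1 mM; 37 C x 40 min; NaOH/glycine stop; fluorescence.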
* = called active by the depositor; ? = inconclusive; / = not tested or not shown; & = joins results of further samples; [ ] = remark or other dose. The call rests on the fitted dose curve; in most records, active means well fitted curve in the direction sought with a large enough effect; inconclusive means small, poorly fitted or top-dose-only effect, or another doubt; inactive means no such curve, though single readings can be large; an effect the other way counts as inactive or inconclusive. Potency means the concentration at half of the fitted maximal effect. A portion of the library, so the mix of outcomes need not match the whole.

SMILES	GLA spleen mod	GAA glycogen	Tau fluor counter	HTT ATP protect	GAA inh	Tau FP inhib	Tau ThT inhib	aGlu spleen mod
CC(=O)[C@@H]1CC[C@H]2[C@@H]3CC[C@@H]4CC(=O)CC[C@]4(C)[C@H]3CC[C@]12C	-1%	/	-11%	-25%	/	-1%	-8%	3%
CCOc1ccc(-n2c(CC)nc3ccccc3c2=O)cc1	-4%	9%	-8%	8%[10 µM]	2%	0%	-9%	-3%
Cc1ccc2c(c1)C1CN(C)CCC1N2C(=O)/C(C#N)=C/c1ccc2c(c1)OCO2 (centres undefined)	-8%	16%	2%	-7%[10 µM]	7%	0%	?	-2%
O=C(Nc1ccccc1)NC1CC2CCC(C1)N2 (centres undefined)	0%	9%	1%	4%	6%	15%	0%	-5%
CCCCN1C(=O)NC(=O)C2(Cc3ccccc3N3CCOCC32)C1=O (centres undefined)	2%	1%	-12%	10%	6%	4%	-12%	0%
CCOP(=O)(OCC)C(NC(=O)Cc1ccccc1)C(Cl)(Cl)Cl (centres undefined)	-9%	-8%	-3%	4%[10 µM]	?	3%	-7%	-12%
C=Cc1ccc(Cn2c(C)c(CNCCc3cc(OC)ccc3OC)c(C(=O)O)c2C)cc1	/	-24%[76.3 µM]	-11%	/	/	2%	-17%	/
OC1(c2ccc(F)cc2)CCNC1 (centres undefined)	11%	-12%	2%	-5%	1%	4%	-7%	7%
COC(=O)[C@H]1C[C@@H]1[C@H](NP(=O)(c1ccccc1)c1ccccc1)c1ccccc1	-4%&5%	2%	-5%&-9%	-7%&-12%	1%	6%&9%	-8%&-12%	-8%&9%
CC(C)COC(=O)c1ccccc1C(=O)OCC(C)C	-5%&1%	-14%	-2%	-18%	/	-5%	4%	8%&8%
CCCCc1nc2ccccc2c(=O)n1-c1cccc(OC)c1	/	8%[76.3 µM]	-21%	/	/	0%	-16%	/
CN1C(=O)NC(=O)/C(=C\c2ccc([N+](=O)[O-])o2)C1=O	-1%	-2%	-21%	-40%[inhibitor]	4%	?	28µM*	-6%
O=c1cccc2n1CC1CC2CN(C(c2cccc(F)c2)c2sc3ncnn3c2O)C1 (centres undefined)	-5%	4%	6%	-4%	-3%	-2%	5%	-12%
CC12CN3CC(C)(CN(C1)C3c1ccncc1)C2=O (centres undefined)	4%	-14%	-12%	-35%	-11%	-3%	2%	5%
Cc1ccccc1Cc1c(C)nc2nc(SCC(=O)N3CCC4(CC3)OCCO4)nn2c1C	10%	-5%	-15%	14%	-10%	0%	-16%	-14%
CNC(=S)N1CCn2cccc2C1c1cccnc1 (centres undefined)	0%	2%	0%	-10%	-15%	3%	-2%	/
Cc1ccc2c(c1)CC1(CN2C)C(=O)NC(=O)N(CCC2=CCCCC2)C1=O (centres undefined)	7%	-13%	-26%	-6%	1%	?	25µM*	4%
COc1cccc(-n2c(O)c(C=Nc3c(C)n(C)n(-c4ccccc4)c3=O)c(=O)[nH]c2=O)c1	3%	0%	-6%	/	-6%	-9%	-6%	5%
Cc1c(NP(=O)(C(C)(C)C)C(C)(C)C)c(=O)n(-c2ccccc2)n1C	1%	-8%	10%	-16%[10 µM]	-1%	-5%	8%	-3%
CCc1nc2ccccc2c(=O)n1-c1ccc2ccccc2c1	-6%	-7%	-10%	-1%	3%	1%	-12%	-4%
N[C@@H](CCl)C(=O)O	7%	/	-1%	/	/	3%	-7%	8%
CCOc1ccccc1OCC(=O)Nc1ccc(Cl)cc1C(=O)c1ccccc1	6%	2%	-29%	5%[10 µM]	-2%	1%	?	5%
O=[N+]([O-])/C=C1\NCCN1Cc1ccc(Cl)nc1	0%&-1%	10%&-7%	-7%&1%	-16%	4%&-2%	-9%&-10%	-6%&2%	1%&0%
Cc1nc2ccccc2c(=O)n1-c1ccc(F)cc1F	?	5%	2%[0.0958 µM]	24%[10 µM]	/	-1%[0.0958 µM]	/	-6%

Molecules listed so far with sulfur (3):
SMILES	GLA spleen mod	GAA glycogen	Tau fluor counter	HTT ATP protect	GAA inh	Tau FP inhib	Tau ThT inhib	aGlu spleen mod
O=c1cccc2n1CC1CC2CN(C(c2cccc(F)c2)c2sc3ncnn3c2O)C1 (centres undefined)	-5%	4%	6%	-4%	-3%	-2%	5%	-12%
Cc1ccccc1Cc1c(C)nc2nc(SCC(=O)N3CCC4(CC3)OCCO4)nn2c1C	10%	-5%	-15%	14%	-10%	0%	-16%	-14%
CNC(=S)N1CCn2cccc2C1c1cccnc1 (centres undefined)	0%	2%	0%	-10%	-15%	3%	-2%	/

The results go on.
SMILES	GLA spleen mod	GAA glycogen	Tau fluor counter	HTT ATP protect	GAA inh	Tau FP inhib	Tau ThT inhib	aGlu spleen mod
O=c1[nH]c(=O)n(Cc2ccccc2)c(O)c1/C=C1\C=Nc2ccccc21	-9%	22%	?	-1%[10 µM]	0%	?	?	-5%
CCC(C)N=Cc1c(O)n(-c2ccccc2)c(=O)[nH]c1=O (centres undefined)	9%	3%	0%	-13%	-9%	5%	-4%	2%
OC(c1ccc(F)cc1)C(c1ccccc1)N1CCOCC1 (centres undefined)	-12%	10%	0%	-12%	3%	3%	-5%	-7%
c1ccc2c(CN3CCCCCCC3)c[nH]c2c1	4%	8%	-14%	-85%[inhibitor]	1%	6%	-14%	4%
O=C(CN1CCCCC1)NCC(=O)Nc1ccc(Br)cc1C(=O)c1ccccc1	-1%	-1%	-1%	0%	-9%	0%	2%	-3%
CC(C)(O)C1C2OC(=O)C1[C@]1(O)C[C@H]3O[C@]34C(=O)O[C@H]2[C@]14C (some centres undefined) (tested in a mixture with another compound)	-2%	/	-4%	?	/	-1%	-6%	8%

Filtered by structure: the compounds so far containing a nitro group on carbon.
SMILES	GLA spleen mod	GAA glycogen	Tau fluor counter	HTT ATP protect	GAA inh	Tau FP inhib	Tau ThT inhib	aGlu spleen mod
CN1C(=O)NC(=O)/C(=C\c2ccc([N+](=O)[O-])o2)C1=O	-1%	-2%	-21%	-40%[inhibitor]	4%	?	28µM*	-6%
O=[N+]([O-])/C=C1\NCCN1Cc1ccc(Cl)nc1	0%&-1%	10%&-7%	-7%&1%	-16%	4%&-2%	-9%&-10%	-6%&2%	1%&0%
